# Screens from PubChem BioAssay.
# Pol eta inh – blocks human DNA polymerase eta activity; Q9Y253; Potency, µM (highest dose often 114 µM), for the others: top-dose activity change, negative = inhibition, hits mostly inhibitors; AID 588591; actives 1.2% (n = 390,000); recombinant Pol eta, fluorescent DNA replication assay; also: potency is read from the fitted curve at half-maximal effect; % is scaled to controls: 0 for no effect and ±100 for the full control effect
# Target sequence (Q9Y253 whole entry, looked up): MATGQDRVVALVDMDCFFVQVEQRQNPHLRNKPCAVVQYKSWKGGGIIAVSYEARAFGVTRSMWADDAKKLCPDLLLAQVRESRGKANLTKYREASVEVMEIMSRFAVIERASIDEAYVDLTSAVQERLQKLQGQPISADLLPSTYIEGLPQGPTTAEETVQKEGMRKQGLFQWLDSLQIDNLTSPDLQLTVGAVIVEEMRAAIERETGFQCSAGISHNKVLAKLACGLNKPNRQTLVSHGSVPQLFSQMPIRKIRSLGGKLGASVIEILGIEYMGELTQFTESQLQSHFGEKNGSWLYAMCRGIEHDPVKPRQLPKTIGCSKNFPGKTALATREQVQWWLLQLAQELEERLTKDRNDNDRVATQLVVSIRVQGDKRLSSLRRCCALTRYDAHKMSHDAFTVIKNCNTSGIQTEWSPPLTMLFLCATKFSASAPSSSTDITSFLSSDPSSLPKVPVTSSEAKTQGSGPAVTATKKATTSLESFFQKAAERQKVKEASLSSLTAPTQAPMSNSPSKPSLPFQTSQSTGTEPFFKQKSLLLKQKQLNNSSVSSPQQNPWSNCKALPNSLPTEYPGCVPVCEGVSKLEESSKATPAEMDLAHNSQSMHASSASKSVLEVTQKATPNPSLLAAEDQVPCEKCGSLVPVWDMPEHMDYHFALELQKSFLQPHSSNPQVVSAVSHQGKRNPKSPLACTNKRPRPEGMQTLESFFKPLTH
#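 Pol eta (10 nM) was preincubated with compounds for 15 min at room temperature, after which fluorescent replication substrate (50 nM final) was added to start the reaction. Fluorescence was read kinetically at 0 and 10 min.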
# Anesthetic bind – binds horse apoferritin like a general anesthetic; apoferritin/1-aminoanthracene competitive binding, fluorescence; P02791; Potency, µM (series often up to 77.5 µM), without a hit: at the highest dose activity change, negative = displacement, actives largely listed as inhibitors; actives 0.074% (n = 350,000); also: potency is read from the fitted curve at half-maximal effect; % is scaled to controls: 0 for no effect and ±100 for the full control effect; nearly all actives have a fitted effect of over 20% in size
#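 Steps: apoferritin (10 uM) was premixed with half-saturated 1-AMA in PBS, compounds were pin-transferred, plates stood 10 min at room temperature, fluorescence was read at 380/535 nm, and curves were fitted with a Hill equation.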
# ALOX12 inh – blocks human arachidonate 12S-lipoxygenase. purified 12hLO, xylenol orange hydroperoxide absorbance. Potency, µM (titrated, usually from 108 µM), without a hit: at the top dose activity change, negative = inhibition, hits mostly inhibitors. actives 1.1% (n = 580,000); also: potency is read from the fitted curve at half-maximal effect; % is scaled to controls: 0 for no effect and ±100 for the full control effect
#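 Purified human 12hLO (150 nM final) in 25 mM Hepes, 0.01% Triton X-100, pH 7.0 was preincubated 15 min at room temperature with compound. Then 40 uM arachidonic acid was added, 30 min. Hydroperoxide was read by Fe-XO absorbance ratio 573/405 nm.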
# APEX1 inh – inhibitors of human APE1 endonuclease | recombinant APE1, TAMRA/BHQ-2 abasic DNA cleavage fluorescence | AID 2517 | P27695 | actives 0.35% (n = 350,000) | Potency, µM (titrated, usually from 65.8 µM), for the others: at the top dose activity change, negative = inhibition, hits mostly inhibitors;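 also: potency is read from the fitted curve at half-maximal effect; plate controls were vehicle for no effect and reference inhibitor for full effect; nearly all actives have a fitted effect of over 55% in size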
# Target sequence (P27695 whole entry, looked up): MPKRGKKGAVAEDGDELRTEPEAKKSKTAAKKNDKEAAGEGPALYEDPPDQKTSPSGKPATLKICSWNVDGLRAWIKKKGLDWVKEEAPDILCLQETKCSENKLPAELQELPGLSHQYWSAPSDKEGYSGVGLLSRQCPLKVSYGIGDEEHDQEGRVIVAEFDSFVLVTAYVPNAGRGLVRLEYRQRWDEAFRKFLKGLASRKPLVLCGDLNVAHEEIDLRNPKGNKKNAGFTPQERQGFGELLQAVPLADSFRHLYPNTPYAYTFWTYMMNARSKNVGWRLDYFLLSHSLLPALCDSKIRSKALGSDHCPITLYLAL
#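 Kinetic fluorescence read (525 ex/598 em nm, three reads 60 s apart) of AP-site incision; signal = third minus first read. Enzyme 0.75 nM, dual-labelled THF duplex 50 nM, compound preincubation 15 min RT.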
# Pol beta inh – inhibitors of human DNA polymerase beta; P06746; Pol beta primer extension/strand displacement, fluorescence kinetic; Potency, µM (top dose mostly 114 µM), inactives show top-dose activity change, negative = inhibition, most hits filed as inhibitors; actives 1.3% (n = 340,000); AID 485314; also: potency is read from the fitted curve at half-maximal effect; % is scaled to controls: 0 for no effect and ±100 for the full control effect
#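 10 nM enzyme + cpd, 15 min RT; start with substrate 50 nM final; read 0 min and after 10 min RT. Corrected, normalized data; 4-parameter Hill curve fit.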
# ERG-DNA inh – ERG Ets/DNA interaction inhibition | fluorescence polarization, His-ERG Ets domain / labelled DNA | P11308 | Potency, µM (titrated, usually from 76.9 µM), without a hit: at the top dose FP activity, negative = inhibition, hits mostly inhibitors | actives 0.028% (n = 370,000) | AID 624246; active = well fitted inhibition curve with a large enough effect in the polarisation, with a control signal flat; inconclusive = small, poorly fitted or top-dose-only effect, or effect the other way, or a change in a side signal; inactive = no such curve, though single readings can be large or run the other way; the % refers to the polarisation;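 also: polarization taken with two DNA probes labelled with fluorescein and Texas red; potency is read from the fitted curve at half-maximal effect; % of control where 0% means no effect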
#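 His-tagged ERG Ets domain (1 uM in the protein solution; 300mM KCl, 50mM Tris-HCl, 1mM EDTA, 1mM DTT, pH 7.5) received compound, then a probe mix of 5 nM fluorescein-DNA and 100nM Texas-615-DNA. Fluorescence polarization was read for both dyes.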
# LDHA block – blocks human lactate dehydrogenase A; actives 0.15% (n = 480,000); activity change, % (values are at about 110 or 230 µM); P00338; purified LDHA, NADH/diaphorase-resazurin fluorescence; active compounds read low; AID 1347041; in the data active = activity change below about -30%; inconclusive = mostly about -25% to -30%;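 also: plate controls were DMSO wells for no effect and wells without enzyme for full effect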
#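 Enzyme activity of human lactate dehydrogenase 5 (2 nM; 0.06 mM NADH, 0.2 mM pyruvate, 5 min, RT) is measured via a resazurin/diaphorase fluorescence readout of residual NADH.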
# RGS4 inhibitor – blocks human RGS4-accelerated GTP hydrolysis; AID 504845; actives 0.039% (n = 390,000); Transcreener GDP fluorescence polarization, RGS4-accelerated GTP hydrolysis; Potency, µM (highest dose often 114 µM), for the others: at the highest dose activity change, negative = inhibition, hits mostly inhibitors; P49798; also: potency is read from the fitted curve at half-maximal effect; % is scaled to controls: 0 for no effect and ±100 for the full control effect; nearly all actives have a fitted effect of over 75% in size; some results filed as inactive show a strong effect at the top dose
#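 MLSMR compounds (23 nl, pin-transferred) preincubated 10 min at room temperature with a 500nM (2x) first reagent, then RGS4 at 900nM (2x) plus Transcreener GDP mix added; fluorescence polarization (620/688 nm) read before and after 90 min at 30 °C.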
# POLK inh – DNA polymerase kappa (human) inhibition. Potency, µM (series often up to 107 µM), for the others: top-dose activity, negative = inhibition, usual class: inhibitors. actives 0.53% (n = 400,000). AID 588579. Q9UBT6. purified Pol kappa, fluorescent DNA synthesis assay, 10 min; also: potency is read from the fitted curve at half-maximal effect; % is scaled to controls: 0 for no effect and ±100 for the full control effect
#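 10 nM Pol kappa preincubated 15 min at room temperature with compounds, then reaction started with substrate at 50 nM final. Fluorescence read kinetically at 0 and 10 min; buffer-only wells served as negative control.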
# * hit, by the source's call; u = inconclusive; x = no result given; & = joins results of further samples; [ ] = dose if it differs, or a comment. Unless noted, calls follow the shape of the dose curve; as a rule, active = well fitted curve in the direction sought with a large enough effect; inconclusive = small, poorly fitted or top-dose-only effect, or another doubt; inactive = no such curve, though single readings can be large; an effect the other way counts as inactive or inconclusive. These rows are one share of the data; count on the stated rates, not on these rows.
# Each structure is followed by: Pol eta inh, Anesthetic bind, ALOX12 inh, APEX1 inh, Pol beta inh, ERG-DNA inh, LDHA block, RGS4 inhibitor, POLK inh
CN1C(=O)/C(=C\c2ccc(Br)s2)C(=O)NC1=S
  u, -5%, u, -10%, u, 61%[activator], -13, -112%[56.9 µM], -29%
N#CC(C#N)=Cc1cc(O)c(O)c([N+](=O)[O-])c1
  x, u, -17%, 5.6µM*, x, x, x, u, 2.8µM*
CC1(c2ccc(Cl)cc2Cl)OCC(Cn2cncn2)O1 (stereo not given)
  -20%, -7%, -22%, -2%, -7%, 0%, -6, 14%, -15%
Cc1cc(OCC(=O)O)c2c3c(c(=O)oc2c1)CCCC3
  4%, 59%[activator], u, 10%, 19%, -2%, 1, -16%, -8%
C=CCN1C(=O)/C(=C/c2ccc(N3CCOCC3)o2)C(=O)NC1=S
  -17%, 3%, -14%, 4%, u, 62%[activator], 0, -38%, -18%
COC(=O)C1=C(c2ccc3ccccc3c2)C[C@@H]2CC[C@H]1N2C(=O)N1CCOCC1
  2%, x, -14%, 0%, x, 5%, 0, 20%, -3%
COc1ccc(CN2CCNCC2)cc1
  -6%, -2%, 4%, -11%, -12%, -1%, -6, -19%, -15%
Cc1cccc(N2CCN(Cc3ccc4c(c3)OCO4)CC2)c1C
  -13%, -12%, u, 5%, 32%, 5%, -7, -7%, 3%
COc1cc(C(=O)NN=Cc2ccc(N(CCCl)CCCl)cc2)cc(OC)c1OC
  -18%, x, 8%, x, x, -3%, -1, -3%, -20%
O=NN1CCCCC1
  -17%, x, 2%, 11%&0%, x, 1%, -8, -2%, -12%
Cc1ccccc1-c1nc(CS(=O)CC(=O)N2CCN(c3cc(Cl)ccc3C)CC2)c(C)o1 (stereo not given)
  -18%, 53%[activator], u, x, -1%, -1%, -1, -33%, -8%
CCOC(=O)CC1c2ccccc2-n2nncc2CN1Cc1ccc(OC)cc1 (stereo not given)
  -10%, x, 5%, x, x, -4%, -1, -7%, -13%
O=c1[nH]c(=O)n(CCc2ccc(F)cc2)c(O)c1/C=N/N1CCCCC1
  -9%, 2%, 222%[activator], -1%, -1%, 0%, -12, -17%, -15%
COC(=O)C1=C(c2cc3ccccc3s2)C[C@@H]2CC[C@H]1N2C(=O)N1CCCCC1
  -12%, x, -3%, x, x, 3%, 3, -2%, -12%
Brc1ccc(Oc2ccc(Br)cc2Br)c(Br)c1
  -18%, x, 9%, 0%&-2%, x, -16%, -8, -2%, -22%
c1ccc(CCNCc2cccnc2)cc1
  -17%, -4%, u, 1%, 2%, -2%, 2, 8%, 5%
Cc1ccccc1NP(=O)(Oc1ccccc1F)Oc1ccccc1F
  -16%, -8%, -10%, -4%, -1%, -1%, 0, 15%, -15%
O=C([O-])c1ccc(-[n+]2c(-c3ccccc3)cc(-c3ccccc3)cc2-c2ccccc2)cc1
  -3%, x, 1%, 44%, x, 1%, -4, -5%, 7%
CCOCCCNC(=O)c1c(NC(=O)c2nc(SC)ncc2Cl)sc2c1CCCC2
  x, 173%[activator], -4%, x, 0%, 6%, -3&-9, -1%, 13%&-11%
COC(=O)[C@@H]1C[C@H]1[C@@H](NP(=O)(c1ccccc1)c1ccccc1)c1ccccc1
  6%, -17%&-12%, 23%, -3%&10%, -15%, -12%, 4, 28%, -3%
O=C(NCc1cccs1)c1ccc(Br)o1
  -15%, 2%, -10%, u, -10%, 0%, -6, 12%, -6%
Cc1ccnc(-n2c(-c3ccco3)nc3ccccc3c2=O)c1
  -11%, 5%, 10%, 17%, 4%, -7%, 1, 4%, 1%
CCCCCSc1cc(OC)c(CCN)cc1OC
  -13%, -19%, -6%, -3%, 4%, 1%, -2, -6%, 0%
Cc1cccc(-n2c(O)c(C=NCc3cccnc3)c(=O)[nH]c2=O)c1C
  -15%, -7%, 4%, 2%, 14%, 7%, -4, -30%, 5%
O=C(O)CSCC(=O)N(Cc1ccccc1)c1nc(-c2ccccc2)c(-c2ccccc2)s1
  u, 0%, u, -24%, 50µM*, -3%, -1, -42%, u
CCC(=NCCc1c[nH]c2ccccc12)c1c(O)n(C)c(=O)n(C)c1=O
  -10%, -22%, -27%, -1%, -6%, -5%, 1, -27%, -1%
O=S(=O)(NC1CCCCCCC1)OCC(Cl)(Cl)Cl
  -11%, u, -20%, -1%, 28%, 11%, 3, -11%, -4%
C#CCN[C@H](C)Cc1ccccc1
  -12%, x, -10%, 46%&0%[activator], -8%[57.1 µM], -37%, -8, -15%[56.9 µM], 3%[60.1 µM]
CCC(Oc1cc(Cl)ccc1Cl)C(=O)N1CCC2(CC1)OCCO2 (stereo not given)
  -12%, 67%[activator], 279%[activator], -16%, -10%, -11%, 1, -15%, 16%
Cc1ccc[n+](CC(O)Cn2c3ccccc3c3ccccc32)c1 (stereo not given)
  -6%, 3%, -25%, 2%, -1%, 7%, -4, -11%, -10%

# Nothing new here: entries from further up.
# Each structure is followed by: Pol eta inh, Anesthetic bind, ALOX12 inh, APEX1 inh, Pol beta inh, ERG-DNA inh, LDHA block, RGS4 inhibitor, POLK inh
CCC(Oc1cc(Cl)ccc1Cl)C(=O)N1CCC2(CC1)OCCO2 (stereo not given)
  -12%, 67%[activator], 279%[activator], -16%, -10%, -11%, 1, -15%, 16%
Cc1ccc[n+](CC(O)Cn2c3ccccc3c3ccccc32)c1 (stereo not given)
  -6%, 3%, -25%, 2%, -1%, 7%, -4, -11%, -10%

# The results go on.
# Each structure is followed by: Pol eta inh, Anesthetic bind, ALOX12 inh, APEX1 inh, Pol beta inh, ERG-DNA inh, LDHA block, RGS4 inhibitor, POLK inh
O=c1[nH]c(=O)n(-c2ccccc2)c(O)c1C=NC12CN3CN(CN(C3)C1)C2
  x, -7%, 26%, 12%, 19%, x, x, x, x
COC(=O)C1=C(c2ccc(F)cc2F)C[C@@H]2CC[C@H]1N2C(=O)NCCO
  -18%, x, 17%, 20%, x, -12%, 1, -5%, 6%
C=CCN1C(=O)CSc2ccc(C(=O)N3CCC4(CC3)OCCO4)cc21
  -9%, -8%, 15%, -2%, -7%, -3%, -5, 19%, -8%
O=C1c2ccccc2C(=O)N1Cc1nc2ccccc2c(=O)n1-c1ccc(Br)cn1
  -11%, -17%, 0%, -8%, -15%, 2%, -4, -20%, -17%
c1ccc(CCn2nnnc2CN2CCC(n3nnc4ccccc43)CC2)cc1
  -16%, -20%, 0%, 1%, -1%, -1%, -2, -36%, 1%
COc1ccc(Cn2c(N)c(C(=O)NCc3ccco3)c3nc4ccccc4nc32)cc1
  u, 129%[activator], 0%, -11%, 56µM*, 10%, -6, -44%, -16%
Cc1cc(C)cc(N2C(=O)/C(=C\c3ccc(N4CCN(C)CC4)o3)C(=O)NC2=S)c1
  -24%, -11%, u, 0%, -20%, 62%[activator], 6, -22%, -9%
O=S(=O)(O)C(=Cc1ccccc1)c1ccccc1 (tested in a mixture with another compound)
  -17%, x, u, x, x, x, 0, -24%, -6%
O=C(Cn1nc(Cc2cccnc2)c2ccccc2c1=O)N1CCC2(CC1)OCCO2
  -21%, -6%, -2%, -3%, -23%, 0%, -11, 19%, -10%
O=C(CN1CC(c2ccccc2)CC1=O)Nc1ccccc1 (stereo not given)
  -11%, 2%, 7%, 19%, 17%, -11%, -12, -24%, -3%

# An excerpt from above in order of molecular weight, falling.
# Each structure is followed by: Pol eta inh, Anesthetic bind, ALOX12 inh, APEX1 inh, Pol beta inh, ERG-DNA inh, LDHA block, RGS4 inhibitor, POLK inh
O=C1c2ccccc2C(=O)N1Cc1nc2ccccc2c(=O)n1-c1ccc(Br)cn1
  -11%, -17%, 0%, -8%, -15%, 2%, -4, -20%, -17%
c1ccc(CCn2nnnc2CN2CCC(n3nnc4ccccc43)CC2)cc1
  -16%, -20%, 0%, 1%, -1%, -1%, -2, -36%, 1%
O=c1[nH]c(=O)n(-c2ccccc2)c(O)c1C=NC12CN3CN(CN(C3)C1)C2
  x, -7%, 26%, 12%, 19%, x, x, x, x
O=S(=O)(O)C(=Cc1ccccc1)c1ccccc1 (tested in a mixture with another compound)
  -17%, x, u, x, x, x, 0, -24%, -6%

# (further entries)
# Each structure is followed by: Pol eta inh, Anesthetic bind, ALOX12 inh, APEX1 inh, Pol beta inh, ERG-DNA inh, LDHA block, RGS4 inhibitor, POLK inh
CC1(C)CC(=O)C(C=NCCN2CCN(C(=O)Cc3ccc(F)cc3)CC2)=C(O)C1
  -3%, -10%, 21%, 14%, 30%, 1%, 7, -3%, -8%
O=C(/C=C/c1ccccc1)c1c(O)n(CCc2ccccc2)c(=O)[nH]c1=O
  -11%, -14%, -23%, 2%, 1%, -3%, -1, 6%, -14%
COC(=O)C1=C(c2ccc(C(C)=O)cc2)C[C@@H]2CC[C@H]1N2C
  0%, x, 6%, 12%, x, 6%, -8, 12%, -11%
C[n+]1ccc(-c2cc[n+](C)cc2)cc1
  -2%, x, u, x, x, 1%, -2, 7%, -3%
O=c1[nH]c(O)c(C=Nc2ccccc2Oc2ccccc2)c(=O)[nH]1
  u, -8%, u, 6%, u, 3%, -6, -27%, -14%
CCN1C(=O)C(=Cc2c(C)n(CC(=O)NCC3CCCO3)c3ccccc23)C(=O)N(CC)C1=S (stereo not given)
  -8%, u, u, 16%, u, 46%[activator], -3, u, -2%
COC(=O)C1=C(c2ccccc2OCc2ccccc2)C[C@@H]2CC[C@H]1N2C(=O)NCc1ccc(OC)cc1
  -18%, x, -6%, -5%, x, 2%, -11, -8%, -11%
